HDAC3 inhib = HDAC3 deacetylase inhibitors, primary screen, biochemical, fluorescence, cell-free homogeneous; Histone deacetylase 3 (Homo sapiens), O15379; recombinant HDAC3, fluorogenic peptide/trypsin coupled; inhibition, % at 8.3 µM; 320,000 compounds, 0.15% hits; AID 2718, 2010; in the data active = inhibition above about 26%, passing the limit was not always enough; inconclusive = no clear call, values can overlap the other calls
PolyA inhibitor = polyadenylation inhibitors in yeast reporter cells, primary screen, luminescence, S. cerevisiae. S. cerevisiae SKY197-pL101 polyadenylation reporter, beta-gal luminescence; efflux-impaired pdr1/pdr3 knockout yeast; score 100 = 6 SD above DMSO. calls only at 12 µM. 300,000 compounds, 0.02% hits. AID 1875, 2009;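 active = lowest replicate activity score at least 50, where 100 means six control SD above control mean; inconclusive = lowest score under 50 but half or more replicates reach 50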;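 also: yeast exposed to compound for 9 h at 30 °C; higher score means more reporter readthrough which indicates perturbed polyadenylation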
Dyrk1A ADPGlo = rat Dyrk1A kinase inhibitors, primary screen, biochemical, single point, plate reader; ADP-Glo luminescence, NFATc1 peptide; inhibition, % at 12.5 µM; Dual specificity tyrosine-phosphorylation-regulated kinase 1A (Rattus norvegicus), Q63470; 310,000 compounds, 0.43% hits; AID 504441, 2011; in the data active = inhibition above about 50%;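 also: plate controls were vehicle with enzyme for no effect and no enzyme for full effect; many of its hits are not listed in these tables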
KCNQ1 act = potentiators or activators of KCNQ1 channel, primary screen, cell-based, thallium flux, high-throughput. 310,000 compounds, 0.35% hits. AID 2648, 2010. CHO-K1 KCNQ1, thallium flux FluxOR fluorescence; hits give high values. Potassium voltage-gated channel subfamily KQT member 1 (Homo sapiens), P51787. B-score at 10 µM;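 active = fluorescence ratio B-score, a plate-corrected score, at least three library SD, with initial intensity B-score within 5 SD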
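Assay system: CHO-K1 cells stably expressing KCNQ1. Medium: assay buffer for compound exposure, DMSO matched across wells. Timing: 37 °C overnight plating, 90-min dark dye load, 20-min compound pretreatment. Signal: kinetic FluxOR fluorescence, 10 s baseline plus 110 s post-stimulus.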
KCNQ1 inh = inhibitors of human KCNQ1 channel, primary screen, cell-based, thallium flux, high-throughput | AID 2642, 2010 | B-score at 10 µM | CHO-K1 KCNQ1, FluxOR thallium flux fluorescence; hits give high values | 310,000 compounds, 1.3% hits | Potassium voltage-gated channel subfamily KQT member 1 (Homo sapiens), P51787;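 active = compounds whose thallium flux B-score, printed positive for inhibition, exceeds three library SD while starting fluorescence stays within three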;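 also: channel opened by potassium depolarization with thallium stimulus after 20 min compound exposure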
GSK3A inh = blockers of GSK3A enzyme activity – biochemical, luminescence, cell-free homogeneous, HTS, primary screen; inhibition, % at 10 µM; 320,000 compounds, 0.1% hits; AID 2650, 2010; GSK-3 alpha kinase, ADP-Glo luminescence, 60 min; Glycogen synthase kinase-3 alpha (Homo sapiens), P49840;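 in the data active = inhibition above about 50%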;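 also: GST-tagged GSK-3 alpha with peptide substrate and 25 µM ATP; 0% = DMSO neutral wells and 100% = GW8510 positive control wells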
KCNK9 inh = KCNK9 potassium channel inhibitors, primary screen, HEK293 cells, thallium flux | FluxOR thallium flux fluorescence; hits give low values | B-score at 10 µM | 310,000 compounds, 1.2% hits | AID 488922, 2010;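 active = ratio B-score over 3 SD below the library mean, with starting fluorescence within 5 SD of its mean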;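 also: negative B-score means less thallium flux so channel inhibition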
RGS4 act = RGS4 potentiators or activators, primary screen, cell-based, HEK293 M3R inducible RGS4, calcium flux. 310,000 compounds, 0.92% hits. AID 463111, 2010. carbachol calcium flux Fluo4; hits give low values. B-score at 10 µM;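 active = B-score of the integrated calcium signal more than 4 SD below the library mean, with starting fluorescence not abnormally high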;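 also: negative B-score means reduced calcium response which marks RGS4 activation or potentiation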
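Material: M3R-expressing HEK293 line, RGS4 induced by doxycycline | Schedule: Overnight RGS4 induction, 30 min dye load 37 °C, 20 min compound RT | Measured by: Fluo4 fluorescence kinetic imaging of calcium | Read-out: Integrated calcium ratio converted to B score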
KCNK3 block = human KCNK3 channel inhibitors, primary screen, CHO cells, FluxOR thallium flux, B-score; B-score at 10 µM; FluxOR fluorescence; hits give low values; Potassium channel subfamily K member 3 (Homo sapiens), O14649; 340,000 compounds, 0.84% hits;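 active = B-score under library mean minus 4 SD, starting fluorescence ratio at most library mean plus 5 SD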;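 also: more negative B-score means stronger inhibition of thallium flux through KCNK3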
hERG protect = hERG rescue from dofetilide block, primary screen, cell-based, CHO-hERG, FluxOR thallium flux, dofetilide IC70; 310,000 compounds, 0.51% hits; dofetilide IC70 present; activation (rescue from dofetilide block), less the hit threshold, % at 10 µM; Voltage-gated inwardly rectifying potassium channel KCNH2 (Homo sapiens), Q12809;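 active = activation above the mean of controls blocked by dofetilide plus 5 SD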;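 also: thallium influx through hERG after potassium depolarization seen as dye fluorescence rise; in these data hits start at about 4.7%; inactives centre near -7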
Target sequence (Q12809 whole entry, looked up): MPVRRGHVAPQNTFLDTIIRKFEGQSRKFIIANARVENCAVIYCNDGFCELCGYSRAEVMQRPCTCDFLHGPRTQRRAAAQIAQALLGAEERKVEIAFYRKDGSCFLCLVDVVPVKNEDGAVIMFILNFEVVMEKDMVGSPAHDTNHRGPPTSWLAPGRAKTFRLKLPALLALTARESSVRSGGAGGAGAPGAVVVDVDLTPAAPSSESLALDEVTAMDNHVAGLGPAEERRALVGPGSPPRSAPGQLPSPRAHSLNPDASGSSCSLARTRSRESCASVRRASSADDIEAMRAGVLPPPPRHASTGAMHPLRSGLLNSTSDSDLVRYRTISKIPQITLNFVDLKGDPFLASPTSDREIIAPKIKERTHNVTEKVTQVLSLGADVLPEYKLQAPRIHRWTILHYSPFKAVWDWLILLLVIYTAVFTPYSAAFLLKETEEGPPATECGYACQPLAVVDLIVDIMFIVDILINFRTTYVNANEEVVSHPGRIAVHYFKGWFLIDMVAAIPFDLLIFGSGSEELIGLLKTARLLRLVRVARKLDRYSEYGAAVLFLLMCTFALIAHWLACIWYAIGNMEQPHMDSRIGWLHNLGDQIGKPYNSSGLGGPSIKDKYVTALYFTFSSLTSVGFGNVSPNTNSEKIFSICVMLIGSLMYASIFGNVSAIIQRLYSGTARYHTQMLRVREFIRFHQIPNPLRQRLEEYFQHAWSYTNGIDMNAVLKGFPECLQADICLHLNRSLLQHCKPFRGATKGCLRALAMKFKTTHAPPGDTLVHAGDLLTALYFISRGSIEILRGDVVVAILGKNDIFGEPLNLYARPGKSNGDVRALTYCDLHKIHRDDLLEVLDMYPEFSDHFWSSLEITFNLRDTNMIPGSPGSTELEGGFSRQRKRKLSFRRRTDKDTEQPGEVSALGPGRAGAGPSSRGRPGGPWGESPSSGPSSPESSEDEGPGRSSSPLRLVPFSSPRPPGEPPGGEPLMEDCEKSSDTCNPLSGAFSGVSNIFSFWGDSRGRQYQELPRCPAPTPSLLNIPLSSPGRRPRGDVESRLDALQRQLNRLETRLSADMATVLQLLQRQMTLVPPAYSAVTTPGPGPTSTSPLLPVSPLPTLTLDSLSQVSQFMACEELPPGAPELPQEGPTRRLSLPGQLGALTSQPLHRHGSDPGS
GSK3B inh = human GSK3beta kinase inhibitors, primary screen, biochemical, cell-free homogeneous, HTS; GST-GSK3beta kinase, ADP-Glo luminescence, 60 min; hits give low values; activity score (negative = inhibition), % at 10 µM; 300,000 compounds, 0.038% hits; AID 2097, 2009;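 active = more than half of replicate wells score below -50%, meaning over 50% inhibition versus plate controls; inconclusive = some replicates but at most half score below -50%; inactive = no replicate scores below -50%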;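 also: 0% = median DMSO wells and -100% = median GW8510 positive control wells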
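Test system: GST-tagged human GSK3beta kinase, cell-free; evaluation: activity score scaled between in-plate DMSO and GW8510 controls; measured by: ADP-Glo luminescence; incubation: 60 min reaction, RT; benchmarks: DMSO and 20 µM GW8510; reagent: peptide substrate plus 25 µM ATP (final); medium: Tris/MgCl2 kinase buffer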
Starred values were filed as active, the others as inactive; i = inactive; ? = inconclusive; / = no result given; & = joins results of further samples.

no.	molecule	HDAC3 inhib	PolyA inhibitor	Dyrk1A ADPGlo	KCNQ1 act	KCNQ1 inh	GSK3A inh	KCNK9 inh	RGS4 act	KCNK3 block	hERG protect	GSK3B inh
1	CCc1c(C)nc2ccc(Br)cc2c1SCCC#N	1	i	9	i	i	11	i	i	i	-14	6
2	N#CCC(=O)Nc1ncc(Cc2ccccc2Cl)s1	-3	i	/	i	i	-2	i	i	i	-15	0
3	C=CCn1c(SCC(=O)NC(=O)c2cccn2C)nc2ccccc2c1=O	-2	i	-2	i	i	-1	i	i	i	-8	0
4	O=C(NCc1ccncc1)C1=NN(c2ccccc2)C(=O)CC1	0	i	/	i	i	-5	i	i	i	-7	5
5	CCS(=O)(=O)Nc1cc(-c2nc3cccnc3s2)ccc1C	/	i	1	i	i	0	i	i	i	-12	-1
6	CCOC(=O)CSc1nc2sccc2c(=O)[nH]1	1	i	3	i	i	-3	i	i	i	-2	-2
7	COc1ccc(CC(=O)NCc2nn(-c3ccccc3)nc2C)cc1OC	5	i	-1	i	i	-2	i	i	i	-5	0
8	O=C(NCCNC(=O)c1ccccc1[N+](=O)[O-])c1ccccc1[N+](=O)[O-]	-2	i	-9	i	i	-6	i	i	i	-2	1
9	CC(C)Cn1c(=O)c(CCC(=O)Nc2ccc(N3CCOCC3)cc2)nc2cc(Cl)ccc21	1	i	-3	i	i	-6	i	i	i	-9	3
10	CCOC(=O)C1(Cc2cccc(OC)c2)CCCN(S(=O)(=O)CC)C1 (configuration not stated)	-1	i	/	i	i	0	i	i	i	-7	2
11	N/C(=N\OC(=O)c1ccc2c(c1)OCO2)c1ccncc1	8	i	2	i	i	9	i	i	i	-10	-4
12	CCOc1cc(C(=O)N=c2sccn2C)ccc1OC(F)F	7	i	6	i	i	-1	i	i	i	-10	-1
13	O=C(COc1ccccc1)NCC1COc2ccccc2O1 (configuration not stated)	0	i	-4	i	i	-1	i	i	i	1	1
14	COc1ccc(S(=O)(=O)N(C)C)cc1NC(=O)CCNC(=O)c1ccco1	-7	i	2	i	i	-2	i	i	i	-3	-23
15	O=C(NCCCNCc1ccccc1)c1ccccn1	11	i	-3&5	i	i	-48	i	i	i	-7	-1
16	COC(CNC(=O)c1ccc(N2CCc3ccccc32)c([N+](=O)[O-])c1)OC	3	i	/	i	i	-5	i	i	i	-10	-1

Part of the list above in order of SMILES length, rising.
no.	molecule	HDAC3 inhib	PolyA inhibitor	Dyrk1A ADPGlo	KCNQ1 act	KCNQ1 inh	GSK3A inh	KCNK9 inh	RGS4 act	KCNK3 block	hERG protect	GSK3B inh
12	CCOc1cc(C(=O)N=c2sccn2C)ccc1OC(F)F	7	i	6	i	i	-1	i	i	i	-10	-1
10	CCOC(=O)C1(Cc2cccc(OC)c2)CCCN(S(=O)(=O)CC)C1 (configuration not stated)	-1	i	/	i	i	0	i	i	i	-7	2
14	COc1ccc(S(=O)(=O)N(C)C)cc1NC(=O)CCNC(=O)c1ccco1	-7	i	2	i	i	-2	i	i	i	-3	-23
16	COC(CNC(=O)c1ccc(N2CCc3ccccc32)c([N+](=O)[O-])c1)OC	3	i	/	i	i	-5	i	i	i	-10	-1

New compounds follow
no.	molecule	HDAC3 inhib	PolyA inhibitor	Dyrk1A ADPGlo	KCNQ1 act	KCNQ1 inh	GSK3A inh	KCNK9 inh	RGS4 act	KCNK3 block	hERG protect	GSK3B inh
17	COc1cc(C(=O)Nc2ccc(S(=O)(=O)Nc3cc(C)nc(C)n3)cc2)cc(OC)c1OC	4	i	7	i	i	5	i	i	i	-7	2
18	COc1cccc(NC(=O)C2CC(=O)N/C(=N/NC(=O)c3ccc(C)cc3)S2)c1 (configuration not stated)	0	i	2	i	i	-2	i	i	i	0	1
19	CS(=O)(=O)N(CC(=O)NCCSCc1ccccc1Cl)c1ccc(F)cc1	8	i	0	i	i	0	i	i	i	-1	-19
20	Cc1nc2nc(C)c(CCC(=O)NC(C)c3ccc4c(c3)OCCO4)c(C)n2n1 (configuration not stated)	0	i	9	i	i	-3	i	i	i	-2	1
21	CCc1c(C)n2nc(C)cc2[nH]c1=O	1	i	1	i	i	-3	i	i	i	-7	-3
22	O=C(CSC1=NS(=O)(=O)c2cc(F)ccc2N1)Nc1ccc(F)cc1	/	i	-8	i	i	/	i	i	i	-1	4
23	Cc1nnc(SCC(C)C)[nH]c1=O	-6	i	3	i	i	-2	i	i	i	-10	1
24	O=C(N/N=C/c1cccnc1)c1ccccc1Br	-3	i	5	i	i	-1	i	i	i	2	2
25	COc1ccc2[nH]c(C)c(CCN(Cc3cccs3)C(=S)Nc3cccc(F)c3)c2c1	-10	i	2	i	i	-1	-14*	i	-12*	-20	1
26	Cc1ccc(C)c(S(=O)(=O)N2CCN(C(=O)CCCc3c[nH]c4ccccc34)CC2)c1	3	i	-4	i	i	-3	i	i	i	-11	6
27	COc1ccccc1-n1nnnc1SCC(=O)Nc1oc(C)c2c(C)n[nH]c(=O)c12	5	i	-4	i	i	0	i	i	i	-16	3
28	COc1cc(NC(=O)COc2ccc(-n3ccnc3)cc2)cc(OC)c1	5	i	23	i	i	-2	i	i	i	-11	1
29	O=C(Nc1ccc(-c2nnc3n2CCCCC3)cc1)c1cnccn1	/	i	-3	i	i	/	i	i	i	0	0
30	COc1ccc(C(=O)NCc2ccccn2)cc1	-3	i	1	i	i	-1	i	i	i	-10	3
31	Cn1c(=O)c2c(ncn2CC(O)CNc2ccc(Cl)cc2)n(C)c1=O (configuration not stated)	6	i	2	i	i	-5	i	i	i	-3	0
32	CCN1C(=O)/C(=c2\s/c(=C3\Sc4ccccc4N3C)c(=O)n2C)N(C)C1=S	-3	i	/	i	i	-7	i	i	/	-10	1
33	O=C1CN(C(=O)c2cccc([N+](=O)[O-])c2)CC(=O)N1	-3	i	12	i	i	-4	i	i	i	-7	0
34	COC(=O)/C(=N/Nc1cccc(C)c1)N1CCCc2ccccc21	1	i	-6	i	i	-1	i	i	i	-9	-1
35	CC(=O)C1=C(O)C(=O)N(CCc2ccccc2)C1c1ccccc1[N+](=O)[O-] (configuration not stated)	2	i	-6	i	i	1	i	i	i	-7	3
36	COC(=O)C(C#N)c1nc2ccccc2nc1N1CCN(Cc2ccc3c(c2)OCO3)CC1 (configuration not stated)	-2	i	/	i	i	2	i	i	/	-6	0
37	CC(C)(C)OC(=O)N1CCC(C(N)=O)CC1	?	i	4	i	i	-3	i	i	i	-10	-1
38	CSC(=N/N=C(\N)c1cnccn1)SC	9	i	-3	i	i	-2	i	i	i	-13	6
39	c1ccc(-c2nccc(-c3ccco3)n2)nc1	0	i	1	i	i	-2	i	i	i	-20	-1
40	Cc1cc(SCCC(=O)O)nc2c(C)cccc12	2	i	-4	i	i	-6	i	i	i	-7	1
41	CCCc1c(C(=O)NNc2ccccc2OC)cnn1-c1ccccc1	1	i	1	i	i	-1	i	i	i	-6	2
42	O=C(NN1CCOCC1)c1cccc2ccccc12	0	i	-6	i	i	-2	i	i	i	-6	-2
43	Cc1csc(NC(=O)CSc2nnc(Cc3cccn3C)n2-c2ccc(F)cc2)n1	-4	i	0	i	i	1	i	i	i	-6	1
44	CCOC(=O)N1CCC(NC(=O)c2cc3sccc3n2CC)CC1	-2	i	-1	i	i	5	i	i	i	-7	-27
45	O=C(Nc1cccc(NC(=O)c2ccco2)c1)c1ccc2c(c1)OCCO2	-3	i	22	i	i	2	i	i	i	-13	-2
46	COc1cc(NC(=O)c2ccco2)ccc1NC(=O)c1ccccc1Cl	-3	i	-2	i	i	-1	i	i	i	-16	-3
47	CCN(CCNC(=O)C1CCN(S(=O)(=O)c2c(C)noc2C)CC1)c1ccccc1	-2	i	5	i	i	2	i	i	i	-4	-2
48	CCCOc1ccccc1N1C(=O)CC(N(O)c2ccccc2)C1=O (configuration not stated)	6	i	-3	i	i	9	i	i	i	-14	2
49	COc1cc(/C=C2/C(=N)N3N=C(CC(=O)N4CCOCC4)SC3=NC2=O)ccc1OCc1ccccc1F	0	i	-4	i	i	-2	i	i	i	-6	3
50	COc1ccc(CN2C(=O)c3cccnc3C2=O)cc1S(=O)(=O)N(C)c1cccc(C)c1	5	i	-3	i	i	0	i	i	i	-10	-1
51	Cc1ccc2nc(N3CCC(C(=O)O)CC3)nc(-c3ccccc3)c2c1	-7	i	-6	i	i	-6	i	i	i	-2	4
52	NC(=O)c1oc2ccccc2c1NC(=O)c1ccccc1	-3	i	4	i	i	4	i	i	i	-12	1
53	CC1CCCC(NC(=S)Nc2ccc(SC(F)F)cc2)C1C (configuration not stated)	?	i	3	i	i	0	i	i	i	-14	2
54	O=C(NCCC1=CCCCC1)C1CCCN(S(=O)(=O)c2cccnc2)C1 (configuration not stated)	3	i	10	i	i	-6	i	i	i	-9	-2
55	O=S1(=O)C[C@H]2NC(=S)N(c3ccccc3)[C@H]2C1	13	i	-2	i	i	-3	i	i	i	3	1
56	CCOc1ccc(CN(CCO)CCO)cc1C(=O)OC	-3	i	5	i	i	-2	i	i	i	-1	0
57	O=C(CC1S/C(=N/N=C/C=C/c2ccccc2)NC1=O)Nc1ccc(C(=O)O)cc1 (configuration not stated)	8	i	2	i	i	-5	i	i	i	-8	-1
58	COC(=O)c1sc(NC(=O)c2c(F)cccc2F)c(C#N)c1C	2	i	/	i	i	-7	i	i	i	-13	1

Source: PubChem

The list is partial; the hit share may differ from the screen's.
